Bioassay records as filed in PubChem.
FLuc inh = firefly luciferase inhibition; Potency, µM (series often up to 57.1 µM), for inactives: top-dose activity change, negative = inhibition, hits mostly inhibitors; purified firefly luciferase, luminescence, 8 min; AID 411; 72,000 tested, 2.2% active; P08659; note: potency is the fitted concentration of half-maximal effect; % is set by controls: 0 for no effect and ±100 for the full control effect; nearly all actives have a fitted effect of over 40% in size
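Luminescence read-out after 8 min at room temperature; enzyme reaction used luciferin plus 10 uM ATP (linear range) in imidazole buffer pH 7.2 with KCl, MgCl2, Tween 20 and BSA. Each sample was run as a titration.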
BRCT inh red = inhibitors of human BRCA1 BRCT-phosphoprotein interaction (red fluorophore); P38398; 75,000 tested, 0.03% active; Potency, µM (titrated, usually from 76.9 µM), for inactives: top-dose activity change, negative = inhibition, usual class: inhibitors; BRCT-phosphopeptide binding, red fluorescence polarization; AID 892; note: % is set by controls: 0 for no effect and ±100 for the full control effect
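Fluorescence polarization: 100 nM His-tagged BRCA1 BRCT with 100 nM TAMRA-labelled phospho-BACH1 decapeptide, phosphate buffer pH 7.3 with 150 mM NaCl, DTT, 0.01% Tween 20; 12 min RT. Binding inhibition seen as FP decrease.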
CRE Fsk mod = modulators of forskolin-stimulated CRE signaling in CHO cells. CHO CRE-bla reporter (cAMP response element driving beta-lactamase), forskolin EC10, beta-lactamase ratio. Potency, µM (top dose mostly 38.2 µM), for the others: at the highest dose activity change, negative = inhibition, most hits filed as activators. 71,000 tested, 2.5% active. AID 662; active = well fitted activation curve with a large enough effect in the signal ratio, with a control signal flat, not every such curve was filed as active; inconclusive = small, poorly fitted or top-dose-only effect, or effect the other way, or a change in a side signal; the % refers to the signal ratio; note: potency is the fitted concentration of half-maximal effect; % of control where 0% means no effect
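qHTS titration format; CRE-bla CHO reporter; stimulus EC10 NKH 477, a water-soluble forskolin. Read: CCF4 460/530 nm ratio. Potency expressed as AC50 for activators or inhibitors.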
Tau filament bind = tau filament binding; P10636; recombinant tau filaments, thioflavin S fluorescence, 15 h; filaments grown with octadecylsulfate alongside compound; Potency, µM (titrated, usually from 57.1 µM), for the others: at the highest dose activity change, negative = inhibition; 71,000 tested, 2% active; AID 596;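 note: potency is the fitted concentration of half-maximal effect; % is set by controls: 0 for no effect and ±100 for the full control effect; actives lower thioflavin S fluorescence by blocking filaments or displacing dye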
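Quantitative HTS: thioflavine S signal from ODS-induced tau filaments, excited at 450 nm, emission 510 nm. Conditions: 1 uM tau, 30 uM ODS, 15 h at 37 C, pH 7.4.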
BRCT inh green = blocks human BRCA1 BRCT binding to phosphopeptide, green readout | P38398 | BRCA1 BRCT-phosphopeptide binding, green fluorescence polarization | Potency, µM (top dose mostly 76.9 µM), without a hit: top-dose activity change, negative = inhibition, actives largely listed as inhibitors | 75,000 tested, 0.05% active;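 note: potency is the fitted concentration of half-maximal effect; plate controls were peptide without protein for full effect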
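Compounds were incubated for 12 min at room temperature with a complex of 100 nM fluorescein-tagged pBACH1 decapeptide and 250 nM His-tagged BRCT protein. Buffer was phosphate pH 7.3 with EDTA, DTT and Tween 20. Disruption of binding lowers the polarization signal.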
Casp7 inh = blocks human caspase-7 allosterically or competitively | P55210 | recombinant caspase-7, Ac-DEVD-AFC fluorescence rate | Potency, µM (series often up to 57.5 µM), for the others: at the top dose activity change, negative = inhibition, usual class: inhibitors | 75,000 tested, 0.02% active | AID 889; active = well fitted inhibition curve with a large enough effect in the main read-out, with a control signal flat, not every such curve was filed as active; inconclusive = small, poorly fitted or top-dose-only effect, or a change in a side signal; note: potency is the fitted concentration of half-maximal effect; % of control where 0% means no effect
ERK AVP inh = inhibitors of vasopressin-stimulated ERK signaling pathway. HEK293-V1b, vasopressin-stimulated pERK AlphaScreen. AID 995. Potency, µM (titrated, usually from 57.5 µM), for the others: at the top dose activity, negative = inhibition, usual class: inhibitors. 72,000 tested, 0.99% active; note: potency is the fitted concentration of half-maximal effect; % is set by controls: 0 for no effect and ±100 for the full control effect; nearly all actives have a fitted effect of over 55% in size
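V1b-HEK293 cells; cpd 30 min 37C; 25 nM vasopressin 5 min; lyse 10 min; AlphaScreen beads 5 hr RT. Normalized to DMSO basal and 25 nM vasopressin; AC50 by Hill fit.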
Casp1 inh = allosteric or competitive inhibitors of human caspase-1. P29466. Caspase-1 enzyme, Ac-WEHD-AFC fluorogenic rate. Potency, µM (titrated, usually from 57.5 µM), inactives show top-dose activity change, negative = inhibition, most hits filed as inhibitors. 75,000 tested, 0.03% active;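 note: potency is the fitted concentration of half-maximal effect; plate controls were vehicle for no effect and no substrate for full effect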
USP2a inhib = USP2a (human) protease inhibition; USP2a enzymatic assay, qHTS inhibition; Potency, µM (doses to about 38.3 µM), for the others: top-dose activity change, negative = inhibition, hits mostly inhibitors; 60,000 tested, 0.1% active; AID 927;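 note: potency is the fitted concentration of half-maximal effect; nearly all actives have a fitted effect of over 60% in size; plate controls were DMSO for no effect and NEM full inhibition control for full effect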
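Inhibition is measured in a cell-free coupled assay with 20 nM USP2 core, 20 nM Ub-PLA2 and 20 uM NBD C6-HPC, 2.5 h incubation. Activity normalized to NEM control.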
A350 autofl = compounds fluorescent in Alexa 350 spectral region. Compound autofluorescence, 340/450 nm, Alexa 350 dye-equivalents; hits give high values. max dye-equivalent concentration, M. 59,000 tested, 11% active; in the data active = max dye-equivalent concentration above about 10 nM; inconclusive = mostly about 1.1 nM to 9.6 nM
HEK293 cAMP cs = raises cAMP in parental HEK293 cells, TSHR agonist counter-screen; Potency, µM (series often up to 57.1 µM), for the others: at the highest dose activation, usual class: activators; AID 938; 73,000 tested, 2.5% active; parental HEK293 CNG cAMP sensor, membrane potential fluorescence; note: potency is the fitted concentration of half-maximal effect; % of control where 0% means no effect; nearly all actives have a fitted effect of over 55% in size
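Counterscreen for endogenous-receptor signalling: CNG-channel HEK 293 cells report cAMP rise by membrane depolarization. After 60 min dye equilibration with 100 uM RO 20-1724, compounds incubated 30 min before bottom-read fluorescence at 590 nm.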
* = called active by the depositor; i = inactive; ? = inconclusive; · = not tested or not shown; [ ] = another dose, or the depositor's remark. Unless noted, calls come from the whole dose curve; as a rule, active = well fitted curve in the direction sought with a large enough effect; inconclusive = small, poorly fitted or top-dose-only effect, or another doubt; inactive = no such curve, though single readings can be large; an effect the other way counts as inactive or inconclusive.

SMILES	FLuc inh	BRCT inh red	CRE Fsk mod	Tau filament bind	BRCT inh green	Casp7 inh	ERK AVP inh	Casp1 inh	USP2a inhib	A350 autofl	HEK293 cAMP cs
CC1(C)CC(=O)N(c2ccccc2)C1(C)O (stereo unspecified)	0%	1.0%	-7%	-6%	1.3%	0%	-4%	-2%	-1%	·	1%
COc1ccc(CCNC(=O)COC(=O)c2cnccn2)cc1	-7%	-1.4%	-3%	-25%	-1.4%	9%	-4%	1%	24%	i	3%
CC1C(O)CC2C(C(=O)O)=CO[C@@H](O[C@H]3OC(CO)C(O)C(O)C3O)C21 (stereo partly specified)	·	1.0%	·	·	-2.7%	-1%	-7%	0%	-4%	·	·
CCOc1cc(S(=O)(=O)NCc2ccccc2)ccc1F	0%	0.3%	-3%	-3%	-0.3%	-1%	3%	-2%	4%	?	-3%
COc1ccc(NC(=O)/C=C\c2ccc(Cl)cc2)cc1	13µM*	-1.3%	0%	-12%	-0.9%	-1%	?	-2%	-15%	i	?
Nc1nc2ncc(CNc3ccc(C(=O)NC(CCC(=O)O)C(=O)O)cc3)nc2c(=O)[nH]1 (stereo unspecified)	·	1.2%	·	·	1.0%[3.08 µM]	-2%	12%	1%	-9%	·	·
COc1cc(NC(=O)C2CCC(CNc3c(N4CCCCC4)c(=O)c3=O)CC2)cc(OC)c1 (stereo unspecified)	3%	0.1%	-13%	12%	-0.5%	-1%	3%	0%	·	·	-1%
COc1ccc2[nH]c(=O)c(CN(CCCN(C)C)C(=O)Nc3ccccc3)cc2c1	2%	1.5%	13%	23%	-0.8%	1%	-20%	-2%	0%	2.7e-07M*	-15%
COc1ccc(NCc2nnc(SCC(=O)Nc3cc(C(F)(F)F)ccc3Cl)o2)cc1	-18%	-2.9%	-4%	20µM*	-2.0%	-5%	-15%	-4%	37%[activator]	i	-7%
CC(C)CSC[C@@H]1O[C@H](n2cnc3c(N)nccc32)[C@H](O)[C@@H]1O	5%[11.4 µM]	0.7%[15.4 µM]	-5%[7.6 µM]	-1%[11.4 µM]	0.8%[15.4 µM]	1%[11.5 µM]	24%[11.5 µM]	-1%[11.5 µM]	·	i	6%[11.4 µM]
CCOC(=O)Cn1c(C(C)=O)nc2ccccc21	1%	-0.1%	-1%	4%	-0.4%	-4%	-8%	-4%	·	·	10%
CN(c1ccc(C(=O)NCc2ccco2)cc1)S(C)(=O)=O	-2%	0.1%	1%	-4%	0.3%	1%	2%	1%	-2%	i	1%
COc1cccc(-c2nnc(SCc3cccnc3)o2)c1	-13%	-1.4%	14%	6%	0.0%	2%	16%	0%	2%	i	18%
COc1cccc(C(=O)NC2CC3CCCC(C2)N3CC(=O)Nc2ccc(N(C)C)cc2)c1 (stereo unspecified)	-5%	-0.6%	-7%	13µM*	1.3%	0%	3%	-1%	21%	i	7%
CCN(CC)S(=O)(=O)c1cc(C(=O)Nc2ccccc2C(=O)O)ccc1OC	20µM*	-2.3%	-1%	10%	-0.6%	2%	15%	0%	5%	i	8%
CC1CCN(C(=O)CNC(=O)Cn2ccc3ccccc3c2=O)CC1	1%	-1.3%	-6%	-8%	1.4%	1%	·	0%	·	·	3%
O=C(NCCN1CCN(c2ccccc2F)CC1)C1c2ccccc2C(=O)N2CCc3ccccc3C12 (stereo unspecified)	3%	-1.8%	-32%	-8%	-0.9%	-3%	29%	1%	26%	i	26%
C[C@@]12CCC(=O)C=C1CC[C@H]1[C@@H]2[C@@H](O)C[C@]2(C)[C@@H]1CC[C@@]2(O)C(=O)COC(=O)C1CCCC1	2%[11.4 µM]	-0.7%[15.4 µM]	-8%[7.6 µM]	5%[11.4 µM]	0.1%[15.4 µM]	-4%[11.5 µM]	0%[11.5 µM]	1%[11.5 µM]	·	i	11%[11.4 µM]
COC(=O)CNC(=O)COC(=O)c1cc(Cl)cc(Cl)c1N	-1%	-0.9%	-6%	-8%	-0.5%	-12%	8%	-11%	10%	3.6e-06M*	14%
COC1(OC)N=C(NC(=O)Nc2ccccc2)C2(C#N)C(c3ccccc3)C12C#N (stereo unspecified)	-6%	0.1%	-4%	2%	-2.1%	0%	6%	1%	6%	i	5%
CCOC(=O)CCSc1nc(C)cc(C(F)(F)F)c1C#N	1%	0.6%	-1%	45%	43%[activator]	0%	24%	-4%	-2%	i	25%
COC(=O)c1[nH]c(C)c(/C(O)=C2\C(=O)C(=O)N(CCN(C)C)C2c2ccc(C)o2)c1C (stereo unspecified)	0%	-0.4%	-2%	7%	-2.3%	-7%	?	-7%	10%	i	5%
Cc1ccc(C(=O)NCCN(C)C)c(C)c1	-1%	-2.1%	-3%	5%	0.0%	0%	-4%	-1%	-1%	i	7%
C=CCn1c(C)c(C(C)=O)c(N2CCCC2)nc1=S	2%	0.5%	-2%	10%	-0.6%	-1%	3%	0%	-10%	·	12%
COC(=O)c1cc(NC2c3ccccc3C(=O)N2c2ccc(Cl)cn2)cc(C(=O)OC)c1 (stereo unspecified)	7.9µM*	-0.8%	28%	i	-0.2%	-1%	·	-5%	·	·	0%
CN(C(=O)c1ccccc1C(=O)c1ccccc1)C1CCS(=O)(=O)C1 (stereo unspecified)	·	0.0%	·	·	-1.4%	-2%	·	1%	·	·	?
CN1CC(=O)N/C1=N\C(=O)Nc1ccc2c(c1)N(C)C(=O)CS2	-1%	-1.3%	13%	-9%	-0.4%	1%	16%	2%	15%	i	-10%
CS(=O)(=O)NCCSCc1ccc(Cl)cc1	2%	0.2%	-2%	-5%	-1.9%	0%	-16%	1%	-2%	·	3%
CC1=CC(=C(C#N)c2nc3ccccc3s2)C=C(C)N1Cc1ccco1	-18%	0.1%	?	34%	52%[activator]	-18%	14%	?	13%	i	?
c1ccc(CN(Cc2ccco2)C(c2ccncc2)c2nnnn2C2CCCC2)cc1 (stereo unspecified)	-1%	-1.5%	-16%	-8%	-2.3%	-1%[0.00368 µM]	-12%	?	-5%	i	10µM*
CCOc1ccc(C)cc1S(=O)(=O)Nc1cccnc1	5%	-0.5%	-4%	-15%	2.6%	-2%	49%[activator]	-3%	-18%	i	5%
Cc1ccccc1-c1cc(Nc2ccc(F)cc2)ncn1	1%[2.29 µM]	-1.3%	?	-6%	1.4%	-1%	?	-2%	2%	i	12%
CCOC(=O)N1CCC(Nc2c(OCC)c(=O)c2=O)CC1	2%	0.5%	4%	-6%	-1.9%	-8%	10%	4%	·	·	3%
COC(=O)c1cc(Cl)c(NS(=O)(=O)c2ccccc2)cc1OC	-3%	-0.3%	12%	12%	-0.1%	0%	-4%	1%	11%	i	-15%
CC(=O)c1cc(-c2ccccc2)n(CC(=O)NCc2cccs2)c1C	1%	0.5%	-3%	105%	-0.9%	0%	7%	-1%	-25%	i	16µM*
CCN1CCN(c2ccc(NC(=O)c3cccnc3)cc2Cl)CC1	-2%	-0.3%	0%	9%	-0.6%	1%	11%	0%	4%	i	13%
Cc1cc(N2CCN(C/C=C/c3ccccc3)CC2)n2ncnc2n1	2%	1.4%	0%	3%	-2.1%	7%	10%	1%	3%	?	?
CC(=O)Nc1ccc(C(=O)CSc2nnc(C)o2)cc1	-1%	-0.2%	-5%	-3%	1.3%	-1%	-20%	-1%	-3%	i	9%
CC1CCN(C(=O)COC(=O)c2cc3ccccc3cc2O)CC1	-13%	0.4%	-12%	16%	-1.6%	-1%	?	-5%	-2%	?	0.2µM*
COC(=O)CC1C(C)(C)C(O)C2CC3=C4CC(O)OC(c5ccoc5)[C@]4(C)CCC3[C@@]1(C)C2=O (stereo partly specified)	·	-0.2%	·	·	-0.7%[3.08 µM]	0%	14%	3%	26%	·	·
O=C(c1ccc(=O)oc1)N1CCCc2ccccc21	-5%	-5.8%	0%	?	-2.6%	?	-1%	?	-1%	2.9e-08M*	13%
CCOC(=O)N1CCN(C(=O)c2ccccc2NC(=O)c2ccc(OC)cc2)CC1	-2%	-0.8%	-3%	-4%	0.6%	-1%	-11%	2%	4%	i	5%

An excerpt from above in order of molar mass, ascending.
SMILES	FLuc inh	BRCT inh red	CRE Fsk mod	Tau filament bind	BRCT inh green	Casp7 inh	ERK AVP inh	Casp1 inh	USP2a inhib	A350 autofl	HEK293 cAMP cs
Cc1ccccc1-c1cc(Nc2ccc(F)cc2)ncn1	1%[2.29 µM]	-1.3%	?	-6%	1.4%	-1%	?	-2%	2%	i	12%
CCOc1ccc(C)cc1S(=O)(=O)Nc1cccnc1	5%	-0.5%	-4%	-15%	2.6%	-2%	49%[activator]	-3%	-18%	i	5%
Cc1cc(N2CCN(C/C=C/c3ccccc3)CC2)n2ncnc2n1	2%	1.4%	0%	3%	-2.1%	7%	10%	1%	3%	?	?
